# Pemphigus Ab inh: human desmoglein-3 autoantibody binding inhibition; hit rate 0.48% among 310,000; binding (percent of control), % at 10 µM; AID 588358; P32926; DSG3-coupled beads, scFv-anti-DSG3-GFP binding, flow cytometry; hits give low values;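 active = binding more than 3 SD below its plate's average and above zero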;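 note: hits lower antibody fragment binding to DSG3; some compounds called inactive have numbers as strong as hits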
# Target sequence (P32926 whole entry, looked up, the tested form may be a part): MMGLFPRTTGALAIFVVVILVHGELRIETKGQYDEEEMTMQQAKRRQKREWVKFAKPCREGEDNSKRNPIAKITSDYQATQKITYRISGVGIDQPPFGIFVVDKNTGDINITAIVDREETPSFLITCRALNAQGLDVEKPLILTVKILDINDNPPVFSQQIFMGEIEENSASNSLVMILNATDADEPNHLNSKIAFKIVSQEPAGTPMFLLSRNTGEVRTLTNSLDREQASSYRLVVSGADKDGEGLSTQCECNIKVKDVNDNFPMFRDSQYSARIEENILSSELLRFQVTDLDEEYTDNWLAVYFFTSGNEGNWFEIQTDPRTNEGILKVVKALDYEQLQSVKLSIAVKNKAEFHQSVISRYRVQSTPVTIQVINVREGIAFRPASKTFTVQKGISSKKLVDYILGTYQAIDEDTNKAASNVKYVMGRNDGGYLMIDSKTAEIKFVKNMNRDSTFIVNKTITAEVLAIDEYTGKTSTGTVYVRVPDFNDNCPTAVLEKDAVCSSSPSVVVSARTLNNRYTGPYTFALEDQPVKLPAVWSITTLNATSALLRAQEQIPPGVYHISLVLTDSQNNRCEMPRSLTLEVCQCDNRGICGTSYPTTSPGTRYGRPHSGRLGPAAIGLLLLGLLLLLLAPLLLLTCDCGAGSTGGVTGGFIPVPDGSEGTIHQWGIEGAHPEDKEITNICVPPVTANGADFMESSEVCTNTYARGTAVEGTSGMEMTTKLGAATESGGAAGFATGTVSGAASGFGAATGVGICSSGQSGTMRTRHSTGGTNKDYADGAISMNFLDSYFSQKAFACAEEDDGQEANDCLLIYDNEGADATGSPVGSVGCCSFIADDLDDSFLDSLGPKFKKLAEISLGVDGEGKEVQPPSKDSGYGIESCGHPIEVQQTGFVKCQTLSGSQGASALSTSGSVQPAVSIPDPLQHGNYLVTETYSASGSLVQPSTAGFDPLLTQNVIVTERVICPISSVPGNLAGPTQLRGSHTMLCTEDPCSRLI
# PKA-R1A act: activates the PKA-R1A holoenzyme complex | P00514+P68181 | PKA-R1A dissociation, Cy5-IP20 fluorescence polarization; scaled: DMSO 0%, 113 µM cGMP 100% | activation, % at 11.4 µM | hit rate 0.083% among 340,000 | AID 504707;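 active = percent activation above the mean of all tested compounds plus 3 SD, cut at about 19% in these data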;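 note: higher means more PKAc released from R1A so a rise in polarization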
# DAGLB inh: diacylglycerol lipase beta (human) inhibition; hit rate 0.059% among 340,000; inhibition, % at 5.17 µM; HEK293T DAGLB membrane lysate, EnzChek fluorogenic substrate; in the data active = inhibition above about 34%;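 note: 0% = enzyme with vehicle and 100% = wells lacking enzyme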
# PKA-R2B activ: activators of human PKA-R2B complex. P22694+P31323. PKA-R2B holoenzyme dissociation, Cy5-IP20 fluorescence polarization; R2B truncated from residue 108, S112A mutant; 0% DMSO only, 100% 113 µM cGMP. activation, % at 11.4 µM. hit rate 0.079% among 340,000;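 active = activation above a cutoff set at the mean over all compounds plus 3 SD, cut at about 18% in these data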;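 note: higher means more holoenzyme dissociation and a rise in polarization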
# HTR5A ag ctr: HTR5A agonism, opioid heterodimer counter-screen; AID 504692; P47898; hit rate 0.61% among 340,000; HTR5A agonist assay, luminescence, cell-based; activation, % at 9.3 µM; in the data active = activation mostly above about 9.5%, no sharp cut-off; inactive = mostly below about 7.6%;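 note: 0% = cells with vehicle only and 100% = reference agonist; strong numbers were not always called active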
# V-ATPase pHluor: yeast V-ATPase proton transport regulation by pHLuorin | S. cerevisiae, pHLuorin cytosolic pH fluorescence | response, % at 10 µM | hit rate 0.37% among 350,000 | AID 504577; in the data active = response mostly above about 7.3%, no sharp cut-off; inactive = mostly below about 5.4%; note: actives read high; inactives centre near 0; some compounds called inactive have numbers as strong as hits; reference of the scale not given here
# OPRM1-OPRD1 ag: OPRM1-OPRD1 heterodimerization agonism. hit rate 0.3% among 340,000. P35372+P41143. activation, % at 9.3 µM. cells, luminescence. AID 504326; in the data active = activation above about 18%;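 note: 0% = vehicle-treated cells and 100% = reference agonist; values of inactives mirror those of a sister screen read the other way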
# HTR5A inv ctr: HTR5A inverse agonism, opioid heterodimer counter-screen. HTR5A cell line, luminescence. hit rate 0.083% among 340,000. P47898. inhibition, % at 9.3 µM. AID 504634; in the data active = inhibition mostly above about 23%, no sharp cut-off; inactive = mostly below about 18%;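 note: 0% = cells with DMSO and 100% = no-cell wells with DMSO; some compounds called inactive have numbers as strong as hits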
# Arr AP2 block: blocks beta-arrestin peptide binding to AP2 adaptin; FITC-arrestin peptide / GST-AP2 beads, flow cytometry; AP2 beta2 appendage carries R879A mutation; inhibition, % at 10 µM; hit rate 0.31% among 340,000; AID 504490;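 active = inhibition above a set limit, near 3 SD of compounds lacking own fluorescence, cut at about 54% in these data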;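 note: plate controls were DMSO wells for no effect and 5 µM unlabelled arrestin peptide for full effect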
#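 Measured by: flow cytometry, FL1 (488/535 nm); Material: AP2 appendage R879A on GSH beads; Evaluation: percent response; Timing: pre-incubation 12 min, peptide binding 1 h, room temperature; Also added: 50 nM FITC-arrestin peptide; Medium: PBS with 0.05% Tween 20 and 0.1% BSA.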
# OPRM1-OPRD1 inv: inverse agonist of human OPRM1-OPRD1 heterodimerization; P35372+P41143; cell-based MOR-DOR heterodimer luminescence, inverse agonism; inhibition, % at 9.3 µM; hit rate 0.21% among 340,000; in the data active = inhibition above about 22%, passing the limit was not always enough;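 note: 0% = cells with DMSO and 100% = wells without cells with DMSO; values of inactives mirror those of a sister screen read the other way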
# * hit, by the source's call; . = not tested or not shown.
# Start of the listing, in advance, two compounds:
compound,Pemphigus Ab inh,DAGLB inh,OPRM1-OPRD1 inv,V-ATPase pHluor,OPRM1-OPRD1 ag,PKA-R1A act,HTR5A ag ctr,Arr AP2 block,HTR5A inv ctr,PKA-R2B activ
COc1ccc(CC(=O)n2nc(-c3cccnc3)nc2N)cc1,96,-1,12,0,-2.1,-14,1,15,-17,-5
CCCC(=O)N1CC(=O)Nc2ccc(Br)cc2C1c1ccc(F)cc1 (stereo unspecified),99,2,5,4,-1.0,6,7,33,-28,-5

# The whole of this part, from the start:
compound,Pemphigus Ab inh,DAGLB inh,OPRM1-OPRD1 inv,V-ATPase pHluor,OPRM1-OPRD1 ag,PKA-R1A act,HTR5A ag ctr,Arr AP2 block,HTR5A inv ctr,PKA-R2B activ
COc1ccc(CC(=O)n2nc(-c3cccnc3)nc2N)cc1,96,-1,12,0,-2.1,-14,1,15,-17,-5
CCCC(=O)N1CC(=O)Nc2ccc(Br)cc2C1c1ccc(F)cc1 (stereo unspecified),99,2,5,4,-1.0,6,7,33,-28,-5
O=C(CSc1nnc(-c2ccc(O)cc2)o1)Nc1ccccc1Br,92,-1,-2,1,0.3,7,1,-18,-3,5
Cc1cc(NC(=O)CSc2nc3ccccc3c(=O)n2Cc2ccccc2)no1,.,-4,-2,-4,0.3,-9,-6,-9,-10,-7
COC(=O)CC1C(=O)NCCN1C(=O)c1ccc(Cl)cc1 (stereo unspecified),.,-1,-16,3,2.5,-6,1,-2,-14,0
CC(C)(C)OC(=O)C[C@H]1C/C=C\C[C@H](CC(=O)N[C@H](CO)Cc2ccccc2)C(=O)N[C@H](C(C)(C)C)COC1=O,100,0,7,1,-1.6,-2,2,-12,-6,0
Cc1cc2[nH]c(=S)[nH]c2cc1C,86,-1,11,-5,-1.8,-1,5,-1,2,0
O=C(O)CCC(=O)NNC(=O)c1cccc(Cl)c1,100,-1,8,7,-1.2,-8,2,-11,0,0
COc1ccc(NC(=O)CCCn2c(=O)oc3ccccc32)cc1Cl,107,-2,3,-1,-0.5,-4,0,13,10,-6
Cc1ccc(CNC(=O)c2cc(=O)c3ccc(C)cc3o2)cc1,93,1,16,0,-2.7,5,3,-12,-12,-8
CC(=O)NC(=S)NNC(=O)COc1ccc(Br)cc1,108,1,7,3,-1.4,-14,-2,-4,2,3
COc1cccc(-c2ccc3c(c2)C2CC3CCN2C(C)=O)c1 (stereo unspecified),92,-6,8,0,-1.8,-2,2,-4,-6,-2
COc1ccc(N2CCN(Cc3cc(=O)oc4ccc(Cl)cc34)CC2)cc1,106,4,7,-2,-1.2,-17,2,1,-6,-3
CC(C)C(=O)N(c1ccc(F)cc1)C1C=CS(=O)(=O)C1 (stereo unspecified),101,-2,-2,2,0.4,4,-1,-10,2,-4
CCOC(=O)c1c(C)[nH]c(=S)c(C#N)c1-c1ccc(Cl)cc1,103,7,4,1,-0.6,1,-5,2,7,-11
COc1ccc(NC(=O)Nc2ccc3c(c2)C(=O)N([C@@H](C)CO)C[C@@H](C)[C@@H](CN(C)S(=O)(=O)c2cccs2)O3)cc1,104,7,2,-3,-0.3,-10,-2,4,7,-4
CCOC(=O)C1(Cc2ccccc2)CCCN(Cc2cnn(CC)c2)C1 (stereo unspecified),98,3,-9,0,1.7,-5,4,-20,-46,5
O=S(=O)(c1ccc(Cl)cc1)c1cnc2ccccc2n1,97,4,9,-2,-1.8,1,-2,-35,6,2
COc1ccc(N(CC(=O)N/N=C/c2ccccc2F)S(=O)(=O)c2ccccc2)cc1,115,-1,-10,-3,2.2,-13,3,-1,-10,4
Cc1cccc2cc(C#N)c(N3CCC(O)CC3)nc12,108,1,1,9,-0.2,-1,1,10,13,3
COc1ccccc1-c1noc2ncnc(Nc3ccccc3C)c12,.,-1,6,0,-1.1,7,1,8,22,3
COc1ccccc1N=Nc1c(C)n[nH]c1C,99,1,4,3,-0.9,19*,1,4,-6,-5
O=C(NN1C(=O)C2C3CCC(O3)C2C1=O)c1ccc(Cl)cc1 (stereo unspecified),96,-3,8,-6,-1.4,-8,4,7,-10,-3
CCc1n[nH]c(=S)n1/N=C/c1cc(Br)c(OC)cc1OC,83,-1,18,6,-3.7,-12,1,23,12,-4
Cc1nn(C(C)(C)C)c(OC(=O)c2ccco2)c1Sc1ccccc1,.,-7,-10,3,1.9,3,2,-1,-7,-5
COC(=O)CSc1nnc2cc(C)c3ccccc3n12,94,1,14,1,-2.7,-1,6,29,-4,-7
CCCc1[nH]c(=O)c(C#N)c2c1CCCC2,106,1,8,1,-1.4,-6,0,-2,-18,-1
O=C(CCNS(=O)(=O)c1ccc(Br)cc1)NCc1ccco1,106,-1,3,-5,-0.4,4,5,33,-6,1
COc1ccc(S(=O)(=O)Nc2cccc3c2O[C@H](CN(C)C(=O)NC2CCCCC2)[C@@H](C)CN([C@H](C)CO)C3=O)cc1,97,-2,14,2,-2.9,0,0,-8,0,6
C[C@@H]1CCCCO[C@@H](CN(C)Cc2ccccc2)[C@@H](C)CN([C@H](C)CO)C(=O)c2cc(N(C)C)ccc2O1,97,2,.,2,.,7,.,.,.,-12
O=C(Nc1ccccc1)c1ccc(CSc2ncccn2)cc1,93,-2,-8,-7,1.4,-3,-2,8,-3,-1
O=C(COC(=O)Cn1cnc2ccccc21)Nc1cc2c(cc1Cl)C(=O)c1ccccc1C2=O,93,6,-34,-2,6.1,-20,4,-1,-12,1
CC(=O)c1cccc(NC(=S)NC(=O)c2cccc(C)c2)c1,101,-12,13,1,-2.6,4,1,38,-3,-5
COc1ccc([C@H]2CC(=O)C=C(c3ccc(O)cc3)C2)cc1OC,98,-2,10,-1,-1.7,7,2,-3,15,-8
CCOc1ccc(N(CC(=O)Nc2ccc(C)c(F)c2)C2=NC3CS(=O)(=O)CC3S2)cc1 (stereo unspecified),97,0,3,-4,-0.6,-2,-1,11,-4,-2
CCC(C)NC(=S)Nc1ccc(F)cc1 (stereo unspecified),93,-6,8,-7,-1.5,-11,-1,1,-14,-5
CC1(C)CC(=O)C2=C(C1)N(CCN1CCOCC1)C1=C(C(=O)CC(C)(C)C1)C2c1ccc(Cl)cc1,90,2,10,4,-2.0,4,2,4,-1,0
C=CCNC(=O)CN(c1ccc(F)cc1)S(=O)(=O)c1ccc(OC)cc1,.,-4,15,5,-3.6,-7,0,14,-2,4
CN(Cc1ccccc1)C1CC(=O)N(c2ccc(C(=O)O)cc2)C1=O (stereo unspecified),102,-1,-10,-3,2.0,-5,2,-4,-21,6
Cn1c(=O)c2c(nc(OC3CCCC3)n2C)n(C)c1=O,93,-1,5,-2,-0.9,-2,1,-7,-3,-10
CC(/C=C/c1ccc2c(c1)OCO2)=N/NC(=O)COc1ccc(C)cc1,96,-3,-15,-2,2.7,-11,1,-7,-3,-6
Cc1cccc(NS(=O)(=O)c2ccc(-c3ccc(=O)[nH]n3)o2)c1,105,0,7,-4,-1.5,4,-2,3,-12,-6
Oc1ccc(Cl)cc1/C=N/c1nc2ccccc2[nH]1,100,1,-2,5,0.4,-3,9,8,-4,6
C[C@H]1CN([C@@H](C)CO)S(=O)(=O)c2ccc(C3=CCCC3)cc2O[C@@H]1CN(C)C(=O)C1CCCCC1,104,-5,.,2,.,-2,.,.,.,0
COc1ccccc1NC(=O)c1ccc(NS(C)(=O)=O)cc1,99,-2,11,-2,-1.9,-5,-3,-7,-10,-2
O=C(Nc1cccc(-c2cn3c(n2)SCC3)c1)c1ccc(Br)o1,135,-1,7,-2,-1.4,-4,-2,-28,6,-10
CCOC(=O)C1CCN(Cc2ccc(F)cc2)CC1,100,-1,9,-3,-1.7,3,2,31,-15,-1
Cn1nc(-c2ccccc2)c(CSc2ccccc2Cl)c1Cl,96,-12,-2,2,0.3,-1,-2,-9,-22,-10
COc1cc(CNCCc2ccccc2)ccc1OCC(=O)NC(C)(C)C,97,0,1,-5,-0.2,-3,-2,-5,-13,2
COC(=O)CN(c1cc([N+](=O)[O-])ccc1OC)S(C)(=O)=O,108,5,20,2,-3.7,-3,-1,4,2,-16
Cc1noc(C)c1S(=O)(=O)Nc1ccccc1N1CCOCC1,113,-1,8,0,-1.5,-8,-1,15,9,-3
COCCn1c(C)cc(/C=C2\NC(=S)N(C)C2=O)c1C,100,1,5,-2,-0.7,9,-1,-6,2,3
CCn1c(C)nc2cc(C(=O)OCCC(F)(F)F)ccc21,95,-1,-2,0,0.4,-5,-4,1,-10,-19
C[C@@H]1O[C@@H](O[C@H]2[C@H](O[C@H]3C[C@]4(C)C(C[C@@H](O)C5C([C@]6(C)CC[C@@H](C(C)(C)O)O6)CC[C@]54C)[C@@]4(C)CC[C@H](O)C(C)(C)C34)O[C@H](CO)[C@@H](O)[C@@H]2O)[C@H](O)[C@H](O)[C@H]1O (stereo partly specified),101,-2,18,12,-3.1,-9,8,2,-24,-5
COc1cc(NC(=O)C2CC(=O)N(Cc3ccco3)C2)c(OC)cc1Cl (stereo unspecified),101,0,-1,7,0.3,2,3,1,-8,0
CC(C)CCN=Cc1c(O)n(-c2ccccc2)c(=O)c2ccccc12,106,1,3,3,-0.6,7,0,1,-10,9

# (further entries)
compound,Pemphigus Ab inh,DAGLB inh,OPRM1-OPRD1 inv,V-ATPase pHluor,OPRM1-OPRD1 ag,PKA-R1A act,HTR5A ag ctr,Arr AP2 block,HTR5A inv ctr,PKA-R2B activ
CCCn1c(SCC(=O)NCc2ccc(F)cc2)n[nH]c1=O,101,0,19,2,-3.6,-1,5,8,-13,9
COc1ccccc1-n1c(C)nc2cc(C(=O)NCc3ccc4c(c3)OCO4)ccc21,102,-4,3,-1,-0.5,-6,1,-22,-4,8
Cc1ncc([N+](=O)[O-])n1CC(=O)Nc1ccc(F)cc1F,97,-1,5,-2,-1.0,0,1,3,-3,-2
O=C(c1cnccn1)N1CCCC(N2CCN(c3cccc(Cl)c3)CC2)C1 (stereo unspecified),116,2,13,1,-2.3,-5,-2,-9,-2,-4
Cc1ccc(C(C)NC(=O)c2cc(C)oc2C)cc1 (stereo unspecified),109,2,4,-3,-0.7,2,1,-6,0,-10
Cc1ccc(CSCC(=O)N(C)CC(=O)Nc2cccc(F)c2)cc1,99,-5,-10,-3,1.9,-5,1,18,1,-11
CN(Cc1ccccc1)S(=O)(=O)c1ccc2[nH]cc(C(=O)NCC3CCCO3)c(=O)c2c1 (stereo unspecified),109,1,-9,0,1.5,10,0,0,-20,-1
Cc1cccc(OCC(=O)Nc2ccncc2)c1C,127,3,-1,2,0.3,-5,6,9,-23,-9
O=S(=O)(Nc1cccc(-c2ccc3nncn3n2)c1)c1cccs1,101,-1,10,-3,-2.2,-15,-2,5,1,1
Cn1c(NC(=O)/C=C\c2ccccc2)cc(=O)n(C)c1=O,99,2,9,-1,-1.3,3,0,-2,1,1
O=C1NC(=O)C(=Cc2ccco2)S1,141,0,25,2,-4.7,-4,1,40,-4,2
COc1cc(/C=C2/SC(=O)NC2=O)ccc1OC(=O)c1ccco1,109,6,16,5,-3.1,-17,-1,-2,10,-6

# Not a hit list; about 2.4% have a hit in one of these screens.
